# ASM inhibitor: blocks human secretory acid sphingomyelinase | P17405 | placental ASM, HMU-PC fluorogenic substrate, 60 min | Potency, µM (doses to about 57.5 µM), for the others: at the top dose activity change, negative = inhibition, hits mostly inhibitors | 0.006% of 340,000 active; also: potency is read from the fitted curve at half-maximal effect
# Target sequence (P17405 47-631 limits assumed): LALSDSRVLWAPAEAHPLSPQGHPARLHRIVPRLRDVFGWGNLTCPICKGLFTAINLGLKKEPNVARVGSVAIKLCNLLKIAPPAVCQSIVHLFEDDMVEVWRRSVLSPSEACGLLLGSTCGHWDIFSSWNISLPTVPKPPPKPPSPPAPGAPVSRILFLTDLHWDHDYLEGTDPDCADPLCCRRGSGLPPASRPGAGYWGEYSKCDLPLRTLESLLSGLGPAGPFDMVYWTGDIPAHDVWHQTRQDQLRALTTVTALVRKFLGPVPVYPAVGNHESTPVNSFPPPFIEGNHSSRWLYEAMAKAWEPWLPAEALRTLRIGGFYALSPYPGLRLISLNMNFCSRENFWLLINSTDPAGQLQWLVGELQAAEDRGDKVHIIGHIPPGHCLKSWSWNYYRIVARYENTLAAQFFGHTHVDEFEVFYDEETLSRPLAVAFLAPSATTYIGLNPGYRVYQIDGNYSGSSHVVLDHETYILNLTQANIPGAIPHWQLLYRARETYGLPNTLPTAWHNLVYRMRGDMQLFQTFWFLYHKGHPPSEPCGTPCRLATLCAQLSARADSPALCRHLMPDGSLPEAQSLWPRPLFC
#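 Human placenta-derived ASM preincubated with compound 10 min at room temperature, then reacted with 9 uM (final) fluorogenic HMU-PC substrate for 60 min at 37 C. Stop solution raises pH to 10; fluorescence read at Ex 386/Em 447 nm.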
# B2AR arrestin: agonists driving beta-arrestin recruitment to human beta2-adrenergic receptor | Potency, µM (highest dose often 46.1 µM), for inactives: at the highest dose activation, hits mostly activators | 0.02% of 330,000 active | P07550 | beta-arrestin recruitment to beta2AR, cell-based reporter;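 also: potency is read from the fitted curve at half-maximal effect; 0% = DMSO controls and full agonism = EC100 isoproterenol or metaproterenol; nearly all actives have a fitted effect of over 65% in size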
# ELG1 genotoxic: induces genotoxicity in HEK293T cells with luciferase-tagged ELG1 | HEK293T ELG1-luciferase reporter, luminescence, 16 h | AID 504466 | 1.3% of 330,000 active | Potency, µM (titrated, usually from 46 µM), for inactives: at the top dose activity change, positive = activation, actives largely listed as activators; also: potency is read from the fitted curve at half-maximal effect; % of control where 0% means no effect; nearly all actives have a fitted effect of over 60% in size
#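 Luminescence read-out: rising ELG1-luciferase signal, reflecting elevated ELG1 protein under genetic stress, flags genotoxic compounds. Cells were treated for 16 hr at 37 °C before ONE-Glo detection.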
# a7 integrin act: integrin-mediated muscular dystrophy alleviation activation | alpha7betagal myoblasts, beta-gal FDG fluorescence, 48 h | AID 624291 | 0.064% of 350,000 active | Potency, µM (top dose mostly 38.3 µM), without a hit: at the top dose activation, actives largely listed as activators;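 also: potency is read from the fitted curve at half-maximal effect; 100% = response of the positive control SU9516; nearly all actives have a fitted effect of over 60% in size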
#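 Alpha7betagal+/- myoblasts (passage 13) were plated 16-24 hr, then exposed to compounds (1:260 dilution of DMSO stock) for 48 hours at 37C. After MPER lysis, β-galactosidase reporter activity was read as FDG fluorescence (ex 480/em 540) after 30 minutes.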
# p53 reactivation: restores transcriptional activity of mutant p53. H1299 p53-A138V BP100-luciferase reporter, luminescence, 24 h. Potency, µM (series often up to 92.2 µM), inactives show at the top dose activity change, positive = activation, actives largely listed as activators. 0.063% of 320,000 active. AID 504706; also: potency is read from the fitted curve at half-maximal effect; % of control where 0% means no effect; nearly all actives have a fitted effect of over 45% in size
#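 p53-null H1299 cells stably carrying temperature-sensitive p53-A138V and a BP100-luciferase reporter were pinned with compounds (4-point, 1:5 series) and held 24 hrs at 37 deg C. Luminescence was read 10 min after detection reagent.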
# Eya2 inh: blocks the phosphatase activity of human Eya2 | O00167 | 0.006% of 330,000 active | Potency, µM (top dose mostly 76.9 µM), inactives show at the highest dose activity, negative = inhibition, actives largely listed as inhibitors | recombinant Eya2, OMFP fluorescence dephosphorylation (OMFP is methylfluorescein phosphate); also: potency is read from the fitted curve at half-maximal effect; % is scaled to controls: 0 for no effect and ±100 for the full control effect
#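 Eya2 (0.2 uM) preincubated 10 min at ambient with compound, then OMFP substrate added at 50 uM; 10 min reaction in 50 mM HEPES pH 7.5, 50 mM NaCl, 5 uM MgCl2, 0.05% BSA, 1 mM DTT. Fluorescence read at Ex 485/Em 525 nm.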
# PTAP TSG101 blk: blocks PTAP/TSG101 interaction to inhibit HIV-1 budding. Fluorescence polarization, FITC-PTAP peptide / Tsg101 binding. Potency, µM (series often up to 115 µM), for inactives: top-dose activity change, negative = inhibition, usual class: inhibitors. 340,000 tested, under 10 active. AID 493005; active = well fitted inhibition curve with a large enough effect in the main read-out, with a control signal flat, not every such curve was filed as active; inconclusive = small, poorly fitted or top-dose-only effect, or effect the other way, or a change in a side signal; inactive = no such curve, though single readings can be large or run the other way; also: potency is read from the fitted curve at half-maximal effect; % of control where 0% means no effect
# Target sequence (Q99816 whole entry, looked up): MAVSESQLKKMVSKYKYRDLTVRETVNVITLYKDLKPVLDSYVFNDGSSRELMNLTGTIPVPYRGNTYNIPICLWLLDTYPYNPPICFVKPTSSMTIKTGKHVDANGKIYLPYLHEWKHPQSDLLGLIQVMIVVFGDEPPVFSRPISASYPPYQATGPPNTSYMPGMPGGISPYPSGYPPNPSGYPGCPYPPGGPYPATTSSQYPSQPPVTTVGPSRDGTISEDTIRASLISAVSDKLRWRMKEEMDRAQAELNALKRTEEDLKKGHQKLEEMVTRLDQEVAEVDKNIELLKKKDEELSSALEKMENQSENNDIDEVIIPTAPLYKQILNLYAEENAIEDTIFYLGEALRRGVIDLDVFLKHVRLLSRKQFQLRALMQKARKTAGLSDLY
#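 Steps: Tsg101 binding domain dispensed (10 uM final), compounds pinned in DMSO, FITC-labeled PTAP-motif peptide added (50 nM final); after 20 min binding at room temperature, polarization measured.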
# uPA surface inh: cell surface uPA generation inhibition | cell surface uPA generation assay, qHTS | Potency, µM (top dose mostly 38.3 µM), without a hit: at the top dose activity change, negative = inhibition, hits mostly inhibitors | 0.31% of 330,000 active; active = well fitted inhibition curve with a large enough effect; inconclusive = small, poorly fitted or top-dose-only effect; inactive = no such curve, though single readings can be large or run the other way; tested in mouse RAW 264.7 cells; also: potency is read from the fitted curve at half-maximal effect; % is scaled to controls: 0 for no effect and ±100 for the full control effect; nearly all actives have a fitted effect of over 55% in size
# BRCA1 expr up: increases BRCA1 expression; MCF7-BRCA1-FFLuc reporter, luminescence, 48 h; response scale: scaled: vehicle 0%, 10 µM genistein 100%; Potency, µM (top dose mostly 46.1 µM), without a hit: top-dose activation, usual class: activators; 1.1% of 380,000 active; AID 624202; also: potency is read from the fitted curve at half-maximal effect; nearly all actives have a fitted effect of over 80% in size; some results filed as inactive show a strong effect at the top dose
#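 Cells: MCF7-BRCA1-FFLuc, 2000/well. Exposure: 48 h, 37 °C, 5% CO2. Read: luminescence, 15 min post-substrate. Controls: genistein 10 microM (maximal activation), DMSO (neutral).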
# USP2a inh: USP2a (human) protease inhibition; AID 463254; USP2 core, Ub-CHOP2 coupled fluorogenic reporter, 485/531; O75604; 0.01% of 330,000 active; Potency, µM (highest dose often 38.3 µM), for the others: at the top dose activity change, negative = inhibition, most hits filed as inhibitors;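 also: potency is read from the fitted curve at half-maximal effect; plate controls were DMSO wells for no effect and full inhibition by NEM control for full effect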
#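 Cell-free coupled assay: 10nM USP2 core preincubated 30min RT with compound in Tris-HCl pH 8.0/CaCl2/CHAPS buffer, then 25nM Ub-CHOP2 and 25nM reporter substrate; fluorescence (Ex 485/Em 531) read after 60min RT, normalized to NEM inhibition, concentration-response curves fitted.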
# TRPV1 ag: activates the human vanilloid receptor TRPV1 | TRPV1-expressing cells, Fluo-8 calcium influx, agonist mode | activation, % at 8.33 µM | 0.19% of 320,000 active | AID 540275; in the data active = activation above about 80%; inconclusive = between about 30% and that limit; also: 0% is about no effect
#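 Cells expressing TRPV1 were dye-loaded with Fluo-8 and read kinetically: 10 s baseline, 3 min after compound (agonist portion), then 2 min after EC20 capsaicin (allosteric enhancer portion). Calcium-bound dye fluorescence at 480/520 nm.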
# * = called active by the depositor; ? = inconclusive; / = not tested or not shown; [ ] = another dose, or the depositor's remark. Unless noted, calls follow the shape of the dose curve; as a rule, active = well fitted curve in the direction sought with a large enough effect; inconclusive = small, poorly fitted or top-dose-only effect, or another doubt; inactive = no such curve, though single readings can be large; an effect the other way counts as inactive or inconclusive.
SMILES,ASM inhibitor,B2AR arrestin,ELG1 genotoxic,a7 integrin act,p53 reactivation,Eya2 inh,PTAP TSG101 blk,uPA surface inh,BRCA1 expr up,USP2a inh,TRPV1 ag
COC(=O)c1c(NC(=O)CCCC(=O)O)sc(C)c1C,1%,0.3%,1%,6%,2%,20%,-3%,2%,4%,-1%,3
COC(=O)C1C(c2ccc(Cl)cc2)NC(c2ccc(Cl)cc2)C(C(=O)OC)S1(=O)=O (centres undefined),1%,4.9%,-2%,-5%,5%,-10%,-7%,-1%,-30%,-23%,-2
CC1CCCCN1CCNC(=O)C1CC(=O)N(c2ccc(F)c(Cl)c2)C1 (centres undefined),-2%,-0.2%,-8%,19%,-24%,8%,-2%,-2%,0%,3%,7
CC1CCC(NC(=O)c2ccc(N3CCCC3=O)cc2)CC1 (centres undefined),7%,0.3%,?,20%,?,-6%,0%,/,?,4%,3
Cc1ccc(N2CC(C(=O)OCC(=O)Nc3cccc(Cl)c3C)CC2=O)cc1 (centres undefined),1%,-0.3%,-10%,7%,-7%,6%,1%,2%,22%,0%,4
OCCC1CN(Cc2cnc(-c3ccc(Cl)cc3)nc2)CCN1C1CCCCC1 (centres undefined),6%,-0.1%,?,-3%,2%,?,-2%,-9%,2%,-3%,1
CN(CC(=O)Nc1ccc(OC(F)(F)F)cc1)C(=O)/C=C/c1ccco1,-2%,0.0%,5%,-12%,6%,-1%,-1%,-19%,-18%,3%,/
Cc1ccc(CS(=O)(=O)c2ncc(Cl)c(C(=O)Nc3ccc(OC(F)F)cc3)n2)cc1,-8%,-1.0%,-22%,-1%,-28%,4%,4%,-4%,-43%,-6%,-4
Fc1cccc(Nc2nc(-c3ccncc3)nc3ccccc23)c1,0%,-0.6%,-1%,-21%,-6%,-4%,-1%,9%,-14%,3%,-1
Cc1cc(NC(=O)c2ccc(Cl)cc2)n(CCOC(=O)c2ccc(Cl)cc2)n1,-9%,-0.1%,-2%,-7%,-15%,7%,-1%,6%,-6%,2%,1
COc1ccccc1NC(=O)CN1CCSc2ccccc21,-1%,-0.4%,-4%,0%,1%,-7%,3%,/,1%,-3%,8
CCOc1ccc(NC(=O)COc2ccc(C(=O)NC(C)c3ccc(S(N)(=O)=O)cc3)cc2OC)cc1 (centres undefined),-6%,-0.1%,0%,-24%,-6%,-35%,-2%,15%,-30%,0%,-1
CCN(C(=O)COC(=O)C1=COCCO1)c1ccccc1,7%,0.2%,2%,-23%,-6%,4%,-6%,-10%,-10%,3%,0
CC1COc2ccccc2N1C(=O)c1cccnc1Cl (centres undefined),-1%,-0.4%,0%,19%,9%,-1%,2%,-1%,-39%,6%,15
CCOC(=O)N1CCC(NC(=O)c2cc(COc3ccccc3SC)on2)CC1,/,-1.0%,-9%,-2%,16%,-1%,-2%,-2%,24%,-1%,7

# An excerpt from above, limited to TRPV1 ag, uPA surface inh and B2AR arrestin.
SMILES,TRPV1 ag,uPA surface inh,B2AR arrestin
CN(CC(=O)Nc1ccc(OC(F)(F)F)cc1)C(=O)/C=C/c1ccco1,/,-19%,0.0%
Cc1ccc(CS(=O)(=O)c2ncc(Cl)c(C(=O)Nc3ccc(OC(F)F)cc3)n2)cc1,-4,-4%,-1.0%

# More compounds
SMILES,ASM inhibitor,B2AR arrestin,ELG1 genotoxic,a7 integrin act,p53 reactivation,Eya2 inh,PTAP TSG101 blk,uPA surface inh,BRCA1 expr up,USP2a inh,TRPV1 ag
CC(C)(C)OC(=O)NCCCCCC(=O)N/N=C/c1coc2ccccc2c1=O,-1%,-0.4%,1%,?,6%,-8%,0%,-8%,11µM*,1%,4
Cc1cccc(OCCCN2CCOCC2)c1,3%,-0.9%,3%,13%,/,0%,-1%,-2%,20%,1%,-2
CCSc1ccc(-c2ccc(C)cc2)nn1,2%,-0.1%,?,10%,22%,3%,-1%,-11%,2.5µM*,3%,?
Cc1cc(NC(=O)COC(=O)C2=NN(c3ccccc3)C(=O)CC2)c([N+](=O)[O-])cc1C,-2%,0.0%,-1%,5%,1%,5%,-1%,-9%,5%,5%,/
COc1ccc(/C=C/c2nc3ccccc3c(=O)o2)cc1,103%[activator],-0.1%,0.82µM*,9%,-15%,11%,-1%,-6%,-13%,1%,-1
O=C1CCCCCC1C1(O)C(=O)Nc2ccccc21 (centres undefined),0%,-0.2%,-4%,-24%,-4%,-8%,-3%,2%,-18%,0%,1
CC(NC(=O)COc1ccc(Br)cc1)C(=O)O (centres undefined),2%,-0.1%,0%,13%,2%,23%,-8%,9%,-5%,1%,2
CCOC(=O)Cn1c(-c2ccc(OC)cc2)c(-c2ccc(OC)cc2)nnc1=O,-1%,-0.2%,-2%,26%,/,-8%,-2%,?,-21%,2%,10
COc1ccc(-n2c(Cn3c(=O)sc4ccccc43)nnc2SCC(=O)N2CCOCC2)cc1,2%,0.1%,0%,0%,1%,2%,-11%,8%,2%,0%,1
O=C(C1COc2ccccc2O1)N1CCN(c2ccccn2)CC1 (centres undefined),3%,-0.2%,0%,-1%,-9%,-12%,0%,-5%,18%,-1%,15
O=C(CNC(=S)N(CCCN1CCOCC1)Cc1cccs1)N1CCCC1,5%,-0.1%,1%,-1%,2%,-9%,1%,-6%,-15%,-5%,-1
CN(C(=O)c1cccc(NC(=O)Cc2ccc([N+](=O)[O-])cc2)c1)C1CCCCC1,-10%,0.2%,-6%,13%,-5%,-1%,-4%,?,-41%,1%,/
O=C(O/N=C1\CCS(=O)(=O)c2sccc21)C1CC1,0%,0.2%,-1%,-7%,-4%,-2%,-10%,10%,-4%,-1%,-2
Nc1c2c(=O)oc(-c3ccccc3)cc2nn1-c1ccccc1,-3%,-0.3%,?,-1%[7.66 µM],29%,-11%,2%,-4%,?,0%,1
CCC(=O)NNc1nc2c(C)c(C)ccc2s1,-1%,-0.6%,3%,-9%,4%,-4%,-2%,7%,-7%,5%,-1
CCOc1cc(CNc2ccc3cn[nH]c3c2)ccc1OC,19%,-1.0%,-5%,-23%,6%,-17%,-1%,-8%,-51%,0%,0
O=C(NCc1ccccc1)c1ccc(-c2ccccc2F)o1,-1%,0.2%,13µM*,9%,?,-26%,-2%,10%,11µM*,2%,?
C=CCNC(=S)N1N=C(c2ccco2)CC1c1ccco1 (centres undefined),10%,/,/,0%,/,/,-7%,-2%,-7%,/,/
Cn1cnnc1SCC(=O)c1ccc2c(c1)CCCC2,-1%,5.1%,?,-10%,?,-14%,-2%,-8%,98%,-2%,0
C/C(N)=C(/C#N)C(=O)COC(=O)c1cc2c(s1)CCCC2,-3%,-0.2%,?,-8%,?,?,0%,2%,?,1%,28
CCC(C)(C)NC(=O)C(c1ccncc1)N(C(=O)Cn1nnc2ccccc21)c1cc2c(cc1C(C)=O)OCO2 (centres undefined),70%[activator],-0.9%,4%,1%,14%,0%,-4%,0%,-7%,6%,0
Cc1csc(SCC(=O)N2CCCC2)n1,5%,-0.3%,0%,22%,2%,-2%,-11%,0%,-2%,-2%,20
Cc1ccc(NC(=O)CN(C)C(=O)Cc2coc3cc(C)c(C)cc23)cc1,-10%,/,/,15%,/,/,-7%,1%,-14%,/,/
COc1ccc(-c2nnc(NC(=O)c3cc(C)on3)s2)cc1,3%,-0.2%,?,36%,?,-15%,-10%,/,43%,-1%,-6
CCOC(=O)c1c(-c2ccc(C)s2)csc1NC(=O)c1cccs1,114%[activator],-0.1%,1%,0%,4%,3%,-4%,-4%,18%,2%,7
Cc1ccc(CNC(=O)C2CCN(S(=O)(=O)N3CCCCC3)CC2)cc1,-6%,0.1%,-3%,-18%,-2%,-7%,-3%,1%,-3%,5%,1
CCc1ccc(NC(=O)CNC(=O)[C@@H]2Cc3ccccc3CN2)cc1,1%,0.2%,1%,-27%,2%,6%,-4%,5%,7%,1%,-1
CC(C)=CCN1CCN(Cc2cccc3c2OCO3)CC1CCO (centres undefined),0%,0.0%,-2%,-1%,0%,-3%,0%,-2%,-7%,-1%,0
COCCNC(=O)Nc1ccc2nc(-c3ccco3)c(-c3ccco3)nc2c1,460%[activator],0.1%,-2%,-16%,-11%,3%,-22%,-2%,-2%,14%,2
Cc1ccc2c(c1)sc(=NC(=O)C1CC1)n2C,1%,-0.3%,?,0%,10%,-17%,-4%,-27%,24%,0%,6
CCC(c1nnnn1Cc1ccc2c(c1)OCO2)N1CCN(c2ccc(OC)cc2)CC1 (centres undefined),-12%,-0.2%,-13%,11%,-13%,-19%,-5%,-5%,-68%,-4%,-5
CCOC(=O)C1(Cc2ccccc2C)CCCN(Cc2ccc(NC(C)=O)cc2)C1 (centres undefined),1%,-0.6%,-13%,-18%,-3%,0%,0%,2%,-30%,4%,?

# Screening results from PubChem.
